# Cav3 T inh: inhibitors of human Cav3.2 T-type calcium channel; 4% of 100,000 active; AID 449739; Cav3.2-expressing cells, Fluo-4 calcium fluorescence FDSS; stronger effect = lower value; O95180; B-score at 10 µM;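 active = single-dose well whose peak fluorescence ratio is a statistical outlier from its plate by either plate-standardised score or position-corrected B-score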
# Target sequence (O95180 whole entry, looked up): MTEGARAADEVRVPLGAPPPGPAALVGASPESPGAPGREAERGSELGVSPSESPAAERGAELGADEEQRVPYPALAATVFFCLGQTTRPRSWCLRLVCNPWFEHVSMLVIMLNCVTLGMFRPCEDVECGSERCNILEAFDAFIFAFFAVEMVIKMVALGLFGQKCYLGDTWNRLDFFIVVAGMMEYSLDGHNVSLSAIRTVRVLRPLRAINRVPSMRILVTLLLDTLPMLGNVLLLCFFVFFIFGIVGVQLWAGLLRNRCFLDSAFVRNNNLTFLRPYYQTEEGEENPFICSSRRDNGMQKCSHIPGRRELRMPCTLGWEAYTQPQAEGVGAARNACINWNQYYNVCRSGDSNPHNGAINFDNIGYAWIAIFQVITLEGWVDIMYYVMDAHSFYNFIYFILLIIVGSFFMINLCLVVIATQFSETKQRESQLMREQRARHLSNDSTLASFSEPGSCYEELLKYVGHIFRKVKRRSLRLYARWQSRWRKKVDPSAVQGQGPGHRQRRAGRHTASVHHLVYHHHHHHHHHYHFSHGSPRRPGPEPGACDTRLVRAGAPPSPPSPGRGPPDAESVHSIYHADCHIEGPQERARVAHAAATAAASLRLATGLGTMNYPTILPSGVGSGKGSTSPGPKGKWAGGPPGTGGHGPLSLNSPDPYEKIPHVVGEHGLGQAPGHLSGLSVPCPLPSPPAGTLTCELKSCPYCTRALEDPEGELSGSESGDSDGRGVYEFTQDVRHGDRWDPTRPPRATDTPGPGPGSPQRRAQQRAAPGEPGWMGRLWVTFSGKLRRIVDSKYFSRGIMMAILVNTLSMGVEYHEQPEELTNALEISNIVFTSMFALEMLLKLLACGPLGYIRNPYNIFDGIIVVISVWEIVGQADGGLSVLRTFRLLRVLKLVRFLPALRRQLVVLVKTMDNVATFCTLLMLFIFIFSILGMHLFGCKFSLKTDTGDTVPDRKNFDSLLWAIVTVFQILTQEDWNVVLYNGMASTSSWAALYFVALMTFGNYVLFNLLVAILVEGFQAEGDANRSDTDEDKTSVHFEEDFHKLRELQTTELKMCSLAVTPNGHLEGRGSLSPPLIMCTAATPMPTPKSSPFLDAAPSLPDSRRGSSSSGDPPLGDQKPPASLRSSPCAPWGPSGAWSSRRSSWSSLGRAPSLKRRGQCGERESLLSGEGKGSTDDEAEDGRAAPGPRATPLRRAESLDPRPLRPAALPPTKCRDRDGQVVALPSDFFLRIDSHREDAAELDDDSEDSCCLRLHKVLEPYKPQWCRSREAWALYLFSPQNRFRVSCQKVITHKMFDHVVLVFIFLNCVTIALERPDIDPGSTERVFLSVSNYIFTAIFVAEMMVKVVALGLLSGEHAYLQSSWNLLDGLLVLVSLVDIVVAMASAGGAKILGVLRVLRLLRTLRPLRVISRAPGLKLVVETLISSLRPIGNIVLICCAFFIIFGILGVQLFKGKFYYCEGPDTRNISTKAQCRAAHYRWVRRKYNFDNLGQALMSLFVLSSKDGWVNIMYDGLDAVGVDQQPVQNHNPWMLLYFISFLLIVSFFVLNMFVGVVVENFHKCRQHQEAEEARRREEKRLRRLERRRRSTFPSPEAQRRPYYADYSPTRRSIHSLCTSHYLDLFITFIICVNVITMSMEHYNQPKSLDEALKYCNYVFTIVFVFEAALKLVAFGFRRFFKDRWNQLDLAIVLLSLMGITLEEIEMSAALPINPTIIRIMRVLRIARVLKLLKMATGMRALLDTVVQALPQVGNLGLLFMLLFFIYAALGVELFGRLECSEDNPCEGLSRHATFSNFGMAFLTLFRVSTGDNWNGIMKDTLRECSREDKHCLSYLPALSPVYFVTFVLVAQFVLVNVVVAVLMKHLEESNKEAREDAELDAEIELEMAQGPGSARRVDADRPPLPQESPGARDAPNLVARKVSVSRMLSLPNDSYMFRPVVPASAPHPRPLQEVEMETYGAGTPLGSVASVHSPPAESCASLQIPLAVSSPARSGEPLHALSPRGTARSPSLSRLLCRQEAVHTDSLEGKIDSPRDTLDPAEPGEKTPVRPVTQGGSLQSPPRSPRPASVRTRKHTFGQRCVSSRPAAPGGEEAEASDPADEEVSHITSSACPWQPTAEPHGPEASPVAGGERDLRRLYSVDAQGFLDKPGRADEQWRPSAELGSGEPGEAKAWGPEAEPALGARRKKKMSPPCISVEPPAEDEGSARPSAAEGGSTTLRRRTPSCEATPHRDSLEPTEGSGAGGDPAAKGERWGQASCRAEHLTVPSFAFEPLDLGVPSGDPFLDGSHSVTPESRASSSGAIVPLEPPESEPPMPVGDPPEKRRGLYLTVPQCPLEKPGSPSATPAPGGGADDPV
# * hit, by the source's call. An excerpt. The share of hits here may be higher or lower than overall.
SMILES,Cav3 T inh
CCC(CC)C(=O)Nc1nnc(-c2cccs2)s1,-1.82
CN(C)c1ccc(C(=O)OCC(=O)Nc2ccc(S(N)(=O)=O)cc2)cc1,0.45
CC(=O)c1ccc(OC(C)C)c(CN2CCCCC2)c1,1.01
CN1CCN(C(=O)C(Cc2ccccc2)NS(=O)(=O)c2ccc3c(c2)CCC(=O)N3)CC1 (stereo not given),1.14
COCC(=O)Nc1ccc(Br)cc1,0.1
COc1ccc(-c2cc(C(=O)N3CCN(C(c4ccccc4)c4ccccc4)CC3)no2)cc1OC,-6.3*
Cn1cnnc1SCC(=O)N1CCc2ccccc21,-0.0335
CC(=O)Nc1cccc(NC(=O)c2c(-c3c(Cl)cccc3Cl)noc2C)c1,0.169
CC1(C)CC(=O)C(CCCN2C(=O)c3ccccc3C2=O)C(=O)C1,1.25
CN(CCOC(=O)c1ccc2c(c1)OCCO2)C(C)(C)C,-0.136
CCCc1nnc(NC(=O)CCC(=O)N2CCCCCC2)s1,1.22
CN=C(Nc1cc(C)nn1-c1ccccc1)c1ccc(F)cc1,0.274
FC(F)(F)c1ccc(N2CCOCC2)c(NC2=NCCCCC2)c1,0.49
O=C(Cn1cc2c(n1)CCCCC2)NC1CCCCCC1,-0.162
COc1ccc(N2CCN(C(c3nnnn3CCc3ccccc3)C(C)C)CC2)cc1 (stereo not given),-1.89
O=C(NCNC(=O)c1ccccc1)c1ccccc1,0.0648
O=C(O)COc1ccc2c(-c3ccccc3)cc(=O)oc2c1,0.577
COc1cccc(-c2nc(CS(=O)(=O)CC(=O)N3CCc4ccccc43)c(C)o2)c1,-2.69
CCN(CC)CCn1c(-c2ccccc2)nc(=S)c2c1CC(C)(C)OC2,0.767
O=S1(=O)CCOC[C@H](Cc2ccccc2)N1Cc1cccc(F)c1,0.823
COc1ccc2oc(C(=O)C3CC3)c(N)c2c1,0.375
Cc1ccc(OCC(=O)OCc2c(C)noc2C)cc1C,0.61
CC(C)COC(=O)n1ccc(C(=O)N2CCCCC2)n1,-0.0438
CCOC(=O)CC1=CC(=O)Nc2ccccc2N1,0.973
COC(=O)C(C)N(C#N)c1nc(C)cc(C)n1 (stereo not given),-0.0488
# Further structures
SMILES,Cav3 T inh
N#Cc1nc(-c2ccco2)oc1N1CCOCC1,1.13
C[C@H](NC(=O)c1nc[nH]c1C(=O)NCCCCCNC(=O)OC(C)(C)C)C(=O)OCc1ccccc1,-0.483
Cc1ccccc1C(=O)NNc1ccc([N+](=O)[O-])cc1,-0.768
CCC(=O)Nc1ccccc1C(=O)OCc1ccc(C(=O)c2ccccc2)cc1,-3.81
CCc1nnc(NC(=O)CSc2nnc(-c3ccncc3)n2C)s1,-1.83
CC(=O)c1ccc2c3c(ccc(O)c13)CC2,-3.25
O=S(=O)(c1ccc(Cl)cc1)N1CCN(C2CCCCCC2)CC1,-0.653
O=C(OC1CCOC1=O)c1ccc2ccccc2n1 (stereo not given),0.473
CCS(=O)(=O)N1CCC(NC(C)=O)(c2ccccc2)CC1,0.65
Cc1nonc1NC(=O)N1CCCC1,-1.72
Cc1ccccc1-n1cnc2cc(NCc3cccs3)ccc21,-3.5
O=C(CS(=O)(=O)Cc1ccccc1)Nc1ccc(S(=O)(=O)N2CCCCCC2)cc1,-7.14*
COc1ccc(C(C(=O)NC2CCCCC2)N(C(=O)c2sc(C)nc2C)c2ccc(OC)cc2)cc1 (stereo not given),0.246
O=C(CSc1nnc(C23CC4CC(CC(C4)C2)C3)o1)Nc1ccc(N2CCOCC2)c(Cl)c1,0.993
COc1ccc(OC)c(C(c2nnnn2CCC(C)C)N2CCN(C(=O)c3ccco3)CC2)c1 (stereo not given),-0.846
COC(C/C=C\[C@@H](O)[C@H](C)OCc1ccccc1)OC,-1.83
COc1cccc(OC(=O)CSc2nnc(-c3ccccc3Br)o2)c1,0.249
CCc1ccccc1NC(=O)c1cccs1,0.152
COc1cccc(CNC(=O)C2CCN(S(=O)(=O)c3ccccc3)CC2)c1,0.0625
COc1ccc2nc(SCC(=O)O)nc(C)c2c1,-1.78
CC(C)(C)NS(=O)(=O)c1ccc(N2C(=O)c3ccccc3C2=O)cc1,0.227
Cc1cc(C)n(-c2ccc(C(=O)OCC(=O)c3c(N)n(C)c(=O)n(C)c3=O)cc2)n1,0.35
COC(=O)C1=C(C(=O)OC)[C@@H]2N(C)c3ccc(OC)cc3[C@@]23C[C@@H](C(=O)OC)N=C3N1,0.952
COCCNC(=O)C(c1ccc(C)o1)N(C(=O)c1snc(C(N)=O)c1N)c1cc(C)cc(C)c1 (stereo not given),-0.752
CCOC(=O)CC(=O)CSc1nc2ccccc2c(=O)n1-c1ccc(C(=O)N2CCOCC2)cc1,-3.3

# Gathered by group, the compounds so far containing an aryl thioether with sulfur outside any ring (six)
SMILES,Cav3 T inh
Cn1cnnc1SCC(=O)N1CCc2ccccc21,-0.0335
CCc1nnc(NC(=O)CSc2nnc(-c3ccncc3)n2C)s1,-1.83
O=C(CSc1nnc(C23CC4CC(CC(C4)C2)C3)o1)Nc1ccc(N2CCOCC2)c(Cl)c1,0.993
COc1cccc(OC(=O)CSc2nnc(-c3ccccc3Br)o2)c1,0.249
COc1ccc2nc(SCC(=O)O)nc(C)c2c1,-1.78
CCOC(=O)CC(=O)CSc1nc2ccccc2c(=O)n1-c1ccc(C(=O)N2CCOCC2)cc1,-3.3

# Structural class: those above containing bromine.
SMILES,Cav3 T inh
COCC(=O)Nc1ccc(Br)cc1,0.1
COc1cccc(OC(=O)CSc2nnc(-c3ccccc3Br)o2)c1,0.249

# (listing goes on)
SMILES,Cav3 T inh
CCCc1cc(C(=O)OC)c(NC(=O)c2cc(C)on2)s1,0.0404
c1ccc(C2=Nn3c(nnc3-c3ccccn3)SC2)cc1,-0.337
COCC(C)NCc1ccc(C)cc1C (stereo not given),0.487
O=C(Cn1c(=O)oc2ccccc21)Nc1nc(-c2ccccc2)cs1,1.46
COC(=O)Cc1c(C)c2ccc(OCC(=O)NCc3ccc4c(c3)OCO4)cc2oc1=O,0.22
COc1cc(C2N(c3ccc(F)cc3)C(=O)C3CCCN32)cc(OC)c1OC (stereo not given),-0.014
CC(C)CC(=O)Nc1sc2c(c1C#N)CC(C)(C)NC2(C)C,0.532
CCOC(=O)Cc1csc(NC(=O)c2ccc(NC(C)=O)cc2)n1,0.0156
O=C(Nc1nccs1)c1ccc(Br)c(S(=O)(=O)N2CCOCC2)c1,0.651
COc1ccc(CCNC(=O)C2CC3Cn4c(nc5ccccc54)C3N2Cc2ccccc2)cc1 (stereo not given),0.41
O=C(COC(=O)CCC1CCCC1)Nc1ccc(Cl)cn1,0.525
CCOC(=O)c1sc(NC(=O)C(CC)OC(=O)C(CC(C)C)NC(=O)c2ccccc2)nc1C (stereo not given),-4.04*
C=CCOC(=O)C1=C[C@@H](c2ccc(C(F)(F)F)cc2)[C@H](CCCO)[C@@H](OCC)O1,-1.02
CCN1CCCC1CNC(=O)COc1cc(=O)n(C)c2ccccc12 (stereo not given),-0.000762
CCOC(=O)c1ccc(Oc2nc(N(C)C)nc(N(C)C)n2)cc1,-2.42
CCN(CC)c1ccc(C2CC(=O)Nc3cc(OC)c(OC)cc32)cc1 (stereo not given),0.34
Cc1csc(SCC(=O)Nc2ccc(S(=O)(=O)N3CCCC3)cc2)n1,0.228
C=CCn1sc(N)c(C(=O)OCC)c1=S,0.662
CC(C)(C)C1=Nn2c(nnc2-c2ccccc2F)SC1,0.236
Nc1ccc(C(=O)N/N=C2\CCCc3c2[nH]c2ccccc32)cc1,-0.411
O=C(CN1C(=O)C2CC=CCC2C1=O)Nc1nnc(SCc2ccc(Cl)cc2)s1 (stereo not given),-4.47*
CCOC(=O)c1cnc2nc(C)[nH]n2c1=O,-0.588
CCn1c(SCc2ccccc2)nnc1C1CCN(S(=O)(=O)c2ccc(OC)cc2)CC1,-0.858
CCOC(=O)c1ccc(NC(=O)N2CCc3ccccc32)cc1,0.108
CCn1nnnc1SCC(=O)NCc1cccs1,-1.15

# Reprinted from the part before: 3 entries; new compounds follow.
SMILES,Cav3 T inh
CCn1c(SCc2ccccc2)nnc1C1CCN(S(=O)(=O)c2ccc(OC)cc2)CC1,-0.858
CCOC(=O)c1ccc(NC(=O)N2CCc3ccccc32)cc1,0.108
CCn1nnnc1SCC(=O)NCc1cccs1,-1.15
COCCn1nnnc1C(c1ccc(OC)cc1)N1CCC(C)CC1 (stereo not given),-0.0507
O=C(Nc1ccc(O)c(C(=O)O)c1)c1ccc2c(c1)C(=O)N(CC1CCCO1)C2=O (stereo not given),-0.219
Cc1sc(NC(=O)CSc2nnc(COc3ccc(Cl)cc3)n2C)c(C#N)c1C,0.0217
CCOC(=O)c1nnn(-c2nonc2N)c1CN1CCCCCC1,0.249
Cc1cc(C)c(C#N)c(SCc2[nH]nc3c2C(c2ccc(F)cc2)C(C#N)=C(N)O3)n1 (stereo not given),-1.83
Cc1ccc(-n2ncc3c(=O)n(CC#N)cnc32)cc1C,-0.403
COc1ccccc1NC(=O)Oc1ccc(NC(=O)c2ccco2)cc1,-0.89
COc1ccc(NC(=O)c2ccco2)cc1NC(=O)c1cc2ccccc2o1,-0.921
CCOc1ccccc1C1NC(=O)NC(C)=C1C(=O)OC1CCCC1C (stereo not given),-5.27*
c1ccc(-n2nc3c(ccc4cnnc43)[nH]2)cc1,-0.0794
Cc1cc(C)nc(Nc2nc(C)c3cc4c(cc3n2)OCO4)n1,0.0161
Cc1cc(OCCOCCN(C)CCO)cc(C)c1Cl,0.735
O=S(Cc1ccc(Br)cc1)Cc1nnc(SCc2ccc(Cl)cc2)n1-c1ccccc1 (stereo not given),-2.12
COC(=O)CSc1cc(C(F)(F)F)nc(-c2ccccn2)n1,-0.00666
Cc1ccc(SC(c2ccc(C)cc2)C(Cn2cncn2)C(=O)c2ccccc2)cc1 (stereo not given),-0.387
Cc1cccc(C2NS(=O)(=O)N=C2N)c1 (stereo not given),0.732
NC(=O)NC(CC(=O)OCC(=O)NC(=O)NCc1ccco1)c1ccc(Cl)cc1 (stereo not given),-0.164
OC(c1ccccc1)(c1ccc(F)cc1)C(c1ccccc1)N1CCOCC1 (stereo not given),-2.79*
O=C1N(Cc2ccc(F)cc2Cl)c2ccccc2C12OCCCO2,-1.88
COc1ccc2cc(CN(C(=O)Nc3ccccc3)C3CCCC3)c(=O)[nH]c2c1,-3.69
O=C(C1=C[C@H](c2coc3ccccc3c2=O)C[C@H](OCc2ccc(CO)cc2)O1)N1CCN(Cc2ccc3c(c2)OCO3)CC1,-0.328
O=C(NCc1cccc(Cl)c1)c1cccnc1,0.00753
O=S(=O)(Nc1ccc(-c2cn3ccsc3n2)cc1)c1ccc2c(c1)OCCO2,-0.779
COc1ccc2c(c1)CCc1c(C(=O)Nc3c(C)nn(Cc4ccccc4)c3C)noc1-2,0.116
CCC(=O)Nc1cccc(NC(=O)CN2CCN(c3ccccc3OC)CC2)c1,0.145

# Cav3 T inh: what is marked active above.
SMILES,Cav3 T inh
COc1ccc(-c2cc(C(=O)N3CCN(C(c4ccccc4)c4ccccc4)CC3)no2)cc1OC,-6.3*
O=C(CS(=O)(=O)Cc1ccccc1)Nc1ccc(S(=O)(=O)N2CCCCCC2)cc1,-7.14*
CCOC(=O)c1sc(NC(=O)C(CC)OC(=O)C(CC(C)C)NC(=O)c2ccccc2)nc1C (stereo not given),-4.04*
O=C(CN1C(=O)C2CC=CCC2C1=O)Nc1nnc(SCc2ccc(Cl)cc2)s1 (stereo not given),-4.47*
CCOc1ccccc1C1NC(=O)NC(C)=C1C(=O)OC1CCCC1C (stereo not given),-5.27*
OC(c1ccccc1)(c1ccc(F)cc1)C(c1ccccc1)N1CCOCC1 (stereo not given),-2.79*

# (more compounds)
SMILES,Cav3 T inh
COc1ccc(CCN2C(=O)c3[nH]nc(-c4ccccc4O)c3C2c2ccccc2)cc1OC (stereo not given),-0.00579
CNS(=O)(=O)c1cccc(C(=O)OCC(=O)c2cc(C)n(-c3ccc4c(c3)OCO4)c2C)c1,-0.973
Cc1ccc2cc(CNC(C)C)c(=O)[nH]c2c1,-0.0405
O=C(NCc1cccnc1)C(C(=O)c1ccc(F)cc1)n1ccccc1=O (stereo not given),0.2
Cc1ccc2oc(-c3ccccc3)c(C(=O)O)c(=O)c2c1,0.444
CC(Oc1ccc(Cl)cc1Cl)c1nc(-c2ccc(NC(=O)c3cccnc3)cc2)no1 (stereo not given),0.509
Cc1ccc2[nH]c(=O)c(CN(CCO)Cc3nnnn3CCc3ccccc3)cc2c1,0.483
CN1CCCC(C(=O)C(C#N)c2ccccc2)C1 (stereo not given),0.894
CN(c1ccccc1)c1nc(N2CCCC2)nc(-n2ccnc2)n1,-2.83
COC(=O)c1c(NC(=O)CSc2nnnn2-c2ccccc2)sc2c1CCC(C(C)(C)C)C2 (stereo not given),-0.704
c1ccc(CNC2=NCCC2)nc1,-0.583
Cn1c(Cn2c(=O)sc3ccccc32)nnc1SCC(=O)NC1CCCCC1,-0.0561
Cn1nnc2cc(C(=O)N3CCN(c4ccccc4)CC3)ccc21,0.19
CCOc1cc2[nH]c(=S)n(CC3CCCO3)c(=O)c2cc1OCC (stereo not given),-1.58
Cc1sc2nc(SCC(=O)N3CCN(CCO)CC3)n(-c3ccccc3)c(=O)c2c1C,-1.47
COC(=O)c1sc(Nc2ccccc2)nc1C,-0.189
CCOc1ccccc1N1CC(C(=O)NCCc2ccc(S(N)(=O)=O)cc2)CC1=O (stereo not given),0.342
CNC(=S)Nc1cccc2[nH]ncc12,-0.192
CCOc1ccc(C(=O)Nc2cc(OC)ccc2OC)cc1,-0.483
COc1ccc(N2CC(C(=O)NC3CC(C)(C)NC(C)(C)C3)CC2=O)cc1 (stereo not given),0.823
CC(C(=O)N1c2ccccc2Sc2ccccc21)n1nnc(-c2cccs2)n1 (stereo not given),-6.99*
COc1ccc(NC(=O)C2=C(C)C(=O)OC23CCC(C)CC3)cc1Cl (stereo not given),-1.53
CCOc1cc(-c2cc(-c3ccc(C)o3)nc(N)c2C#N)ccc1O,1.02
COC(=O)c1cnn(-c2nc3c(C)cccc3s2)c1C,0.4
CC(=O)Nc1ccc(S(=O)(=O)N2CCN(c3ccc(C)c(Cl)c3)CC2)cc1,-1.49
CN(CCO)c1ncnc2nc[nH]c12,-0.458
Clc1cc(Br)ccc1OCCOCCOc1cccc2cccnc12,-1.58
N#C/C(=C/c1ccc(OCc2ccccc2)cc1)C(=O)NC1CCCCC1,0.147
CCOC(=O)N1CCC(N2CC34C=CC(O3)C(C(=O)Nc3ccc(F)cc3)C4C2=O)CC1 (stereo not given),-0.17

# Assay outcomes: PubChem BioAssay, Vanderbilt High Throughput Screening Facility
